Screening data deposited in PubChem BioAssay by Johns Hopkins Ion Channel Center.
Kir21 inh – inhibitors of mouse Kir2.1 inward-rectifier potassium channel | 310,000 tested, 0.85% active | HEK293-Kir2.1, FluxOR thallium flux fluorescence; stronger effect = lower value | B-score at 10 µM | P35561;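 active = fluorescence ratio B-score at or below minus 3 SD of library scores, with starting-brightness B-score within 2 SD, cut at about -4.2 in these data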;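 also: channel flux triggered by added potassium and thallium sulfate stimulus; B-score of peak minus minimum fluorescence over baseline after thallium stimulus; more negative B-score means stronger Kir2.1 block with less thallium influx; some compounds called inactive have numbers as strong as hits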
Target sequence (P35561 whole entry, looked up): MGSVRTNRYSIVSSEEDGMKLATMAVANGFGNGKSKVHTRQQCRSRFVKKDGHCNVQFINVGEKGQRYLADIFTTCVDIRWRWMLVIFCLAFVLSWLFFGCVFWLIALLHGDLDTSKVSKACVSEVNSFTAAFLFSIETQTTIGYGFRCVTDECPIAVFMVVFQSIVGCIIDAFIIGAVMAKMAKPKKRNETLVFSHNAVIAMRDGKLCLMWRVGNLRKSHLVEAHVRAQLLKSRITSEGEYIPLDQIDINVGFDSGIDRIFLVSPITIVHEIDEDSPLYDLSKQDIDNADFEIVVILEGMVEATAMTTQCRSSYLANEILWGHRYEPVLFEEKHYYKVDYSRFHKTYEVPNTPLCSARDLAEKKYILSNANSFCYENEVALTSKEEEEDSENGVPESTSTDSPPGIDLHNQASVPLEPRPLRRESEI
CHT block – human CHT choline transport inhibition | Q9GZV3 | CHT-expressing cells, membrane potential dye, choline response; stronger effect = lower value | B-score at 10 µM | 310,000 tested, 0.86% active | AID 488975;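 active = B-score over 3 SD under the library average, and starting fluorescence ratio not unusually high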;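 also: choline stimulus applied at its EC90 after an EC20 pre-addition; B-score computed on integrated fluorescence ratio after choline addition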
Target sequence (Q9GZV3 whole entry, looked up): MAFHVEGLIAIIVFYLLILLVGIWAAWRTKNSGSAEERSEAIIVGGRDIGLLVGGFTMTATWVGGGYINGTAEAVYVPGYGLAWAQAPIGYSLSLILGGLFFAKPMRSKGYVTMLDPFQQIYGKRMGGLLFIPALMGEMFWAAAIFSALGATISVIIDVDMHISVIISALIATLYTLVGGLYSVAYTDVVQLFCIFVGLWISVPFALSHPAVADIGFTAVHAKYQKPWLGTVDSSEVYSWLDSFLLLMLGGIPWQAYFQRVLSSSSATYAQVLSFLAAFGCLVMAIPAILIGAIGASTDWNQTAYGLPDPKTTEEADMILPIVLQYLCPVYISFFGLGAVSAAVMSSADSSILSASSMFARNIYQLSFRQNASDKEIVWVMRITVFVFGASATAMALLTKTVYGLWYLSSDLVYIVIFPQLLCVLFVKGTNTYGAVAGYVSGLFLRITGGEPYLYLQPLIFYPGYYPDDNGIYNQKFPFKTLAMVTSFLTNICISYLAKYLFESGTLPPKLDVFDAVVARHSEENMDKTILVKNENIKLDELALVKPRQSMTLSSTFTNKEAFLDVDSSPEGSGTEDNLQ
KCNQ2 inh – KCNQ2 potassium channel inhibitors, primary screen, cell-based, CHO-K1, FluxOR thallium flux, B-score (AID 2156). O88943. 20 min; stronger effect = lower value. B-score at 10 µM. 310,000 tested, 1.1% active;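 active = fluorescence ratio B-score at most minus 3 library SDs, with starting brightness B-score within 2 library SDs, cut at about -5.5 in these data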
An asterisk follows results filed as active; i = inactive; x = not tested or not shown.

Below each compound – Kir21 inh	KCNQ2 inh	CHT block
1. COc1nnc(-c2ccc(N3CCCCC3)c(NC(=O)C3CCCCC3)c2)c2ccccc12
  -0.4	-6.2*	i
2. CC1=CC2=NC(=O)/C(=C\c3cc(C)n(-c4ccccc4F)c3C)C(=N)N2O1
  -0.23	i	i
3. Cc1ccccc1CSc1nc(C(C)(C)C)cc(=O)[nH]1
  2.3	i	i
4. N/C(=N\NC(=O)Nc1ccccc1)c1ccccn1
  -0.39	i	i
5. COc1ccc(OC)c(-n2c(CNC3CCN(Cc4ccccc4)CC3)nc3ccccc3c2=O)c1
  -1.4	i	i
6. Cc1cc2nc(CSc3ccccc3)cc(=O)n2[nH]1
  0.22	i	i
7. COc1cnc(-c2ccccc2)nc1OC
  -1.2	i	i
8. Cc1ccc(C)c(Oc2cc(NN3CCCCC3)c([N+](=O)[O-])cc2[N+](=O)[O-])c1
  -1.1	i	i
9. COc1ccc(NC(=S)N2CCCC2)cc1
  -0.4	i	i
10. O=C(NCC1CCCO1)c1c(O)c2cccc3c2n(c1=O)CCC3 (configuration not stated)
  1.1	i	i
11. O=C(/C=C/c1ccccc1)Oc1ccc(C(=S)N2CCOCC2)cc1
  -0.47	i	i
12. O=C(NCc1nc2ccccc2[nH]1)C1=C[C@H](c2ccc(Br)cc2)C[C@H](OCc2ccc(CO)cc2)O1
  2.9	i	i
13. NS(=O)(=O)c1ccc(S(=O)(=O)N2CCCC2)cc1
  1.9	i	i
14. CSC(=CC(=O)c1ccccc1)SC
  -0.08	i	i
15. CN1CCN(c2ccc(Cl)cc2NC(=O)c2ccc(=O)n(C)n2)CC1
  1	i	-5.6*
16. COc1ccc(C(=O)C(CN2CCOCC2)c2ccccc2)cc1 (configuration not stated)
  0.59	i	i
17. Cc1ccc(-c2sc(C)nc2CC(=O)O)cc1
  -0.44	i	i
18. Cc1cc(Sc2nc(N)ncc2[N+](=O)[O-])ncn1
  -2.4	i	i
19. COc1ccc(C(=O)Nc2cccc(S(C)(=O)=O)c2)cc1OC
  0.84	i	i
20. O=C(N/N=C/C1CC2CCC1C2)c1c[nH]c2ccccc12 (configuration not stated)
  0.46	i	i
21. Cc1ccc(-c2c(C)n([O-])c3c([n+]2=O)CCCC3)cc1
  0.07	i	i
22. CN(C(=O)CSc1nncn1C)C1CCCN(Cc2ccccc2F)C1 (configuration not stated)
  1.5	i	i
23. Cc1ccc(CNC(=O)C2CCCN(S(=O)(=O)c3cnc[nH]3)C2)cc1 (configuration not stated)
  0.98	i	i
24. CCn1c(=O)n(CC)c2cc(N3CCCC3)c(NC(=O)c3ccc(F)cc3)cc21
  1.2	i	i
25. COc1ccc(N2CCN(C(=O)C3(S(=O)(=O)c4ccc(C)cc4)CC3)CC2)cc1
  -1.9	i	i
26. O=C(Nc1ccc(N2CCCCC2)cc1)c1ccc2ccccc2n1
  -1.1	i	i
27. COc1ccc(CN2CCC(n3nccc3NC(=O)CCCc3ccccc3)CC2)cc1C
  -2.2	i	i
28. COC(=O)c1ccc(COC(=O)c2c(C)nn(Cc3ccccc3Cl)c2Cl)o1
  0.57	i	i
29. COC(=O)Cc1ccc(NC(=O)c2cccs2)cc1
  0.3	i	i
30. CCOC(=O)C1=C(C)N(C)C(=S)NC1c1cc(OC)ccc1OC (configuration not stated)
  -0.29	i	i
31. O=C(O)CC1COc2ccccc2N1S(=O)(=O)c1ccc(Br)cc1 (configuration not stated)
  1.4	i	i
32. COC(=O)[C@@H]1C2CCC(C(=O)Nc3ccccc3)(CC2)[C@@H]1C(=O)OC
  -0.04	i	i
33. O=C(CCCNS(=O)(=O)c1cccc2nsnc12)NCc1ccc(F)cc1
  -0.52	i	i
34. COc1cccc(C(=O)Nc2cccnc2)c1OC
  -0.37	i	i
35. COCCCN1CC(=O)N2Cc3[nH]c4ccccc4c3C[C@H]2C1=O
  1.1	i	i
36. Cc1cc(C)cc(NC(=O)Cn2cnc3c(nnn3Cc3ccc(F)cc3)c2=O)c1
  -0.18	i	i
37. COc1cccc(-n2c(SCC(=O)NCc3ccco3)nnc2-c2c[nH]c3ccccc23)c1
  1.2	i	i
38. O=C(O)CSc1ccc2ccccc2n1
  -0.76	i	i
39. CC1(C)NC(=O)N(CCCCSc2ccc(Cl)cc2)C1=O
  -6.4*	i	i
40. O=C(COC(=O)C1COc2ccccc2O1)Nc1ccc2c(c1)CCC2 (configuration not stated)
  -1.1	i	i
41. C=CCn1c(CNS(=O)(=O)c2ccc(F)cc2)n[nH]c1=S
  0.31	i	i
42. COc1ccc(CCC(C)N2CCOCC2)cc1 (configuration not stated)
  0.18	i	i
43. CC(=O)c1c(Nc2cccc(F)c2)oc(C)cc1=O
  -0.47	i	i
44. COc1ccc(S(=O)(=O)N(C)CC(=O)NCc2ccco2)cc1Cl
  -0.96	i	i
45. Cc1cccc(C)c1OCC(=O)OCC(=O)c1ccc2c(c1)NC(=O)CO2
  0.58	i	i
46. O=C(O)CSc1nc2ccc(C(=O)c3ccccc3)cc2[nH]1
  0.84	i	i
47. COc1ccc(Br)cc1CN(C)CC(=O)NCCc1ccccc1
  -5.5*	i	i
48. NC(=O)c1ccc(NC(=O)CCC(=O)c2cccs2)cc1
  1.9	i	i
49. COc1ccc(OC)c(NS(=O)(=O)c2ccc(N3CCCC3=O)cc2)c1
  0.37	i	i
50. Cc1nc(SCC(=O)NC2CCCC2)[nH]c(=O)c1Cc1ccccc1
  1.7	i	i
51. CC(CCc1ccccc1)NC(=O)COC(=O)C1CCC(C(C)(C)C)CC1 (configuration not stated)
  -1.4	i	i
52. O=C(CSc1ncn[nH]1)c1ccc2c(c1)OCO2
  -0.54	i	i
53. COc1ccc(CCNC(=O)CCCN2C(=O)c3ccccc3C2=O)cc1OC
  -1.3	i	i
54. CCCSc1nc2c(c(=O)n1-c1ccc(OCC)cc1)SCC2
  0.15	i	i
55. NS(=O)(=O)c1ccc(CCNC(=O)C2CCCN2S(=O)(=O)c2cccc3nsnc23)cc1 (configuration not stated)
  -0.46	i	i
56. COc1ccc2[nH]c(=O)c(CN(C(=O)C3CCCO3)c3ccc(C)c(C)c3)cc2c1 (configuration not stated)
  0.13	i	i
57. Nc1c(C(=O)N/N=C/c2ccccc2)cnn1-c1ccccc1
  -0.03	i	i
58. Cc1ccc(CN2CCN(c3ncccn3)CC2)o1
  -1.6	i	i
59. CCCCn1c(CN2CCN(CCO)CC2)nc2ccccc21
  0.58	i	i
60. CCOC(=O)c1c(NC(=O)Cn2nc(C(F)(F)F)cc2C)sc2c1CCC2
  -0.24	i	i

Carrying on.
Below each compound – Kir21 inh	KCNQ2 inh	CHT block
61. O=C(CN1CCN(c2ccc(Cl)cc2)CC1)c1ccccc1
  -0.01	i	i
62. CCOc1ccccc1CN1CCC(O)CC1
  1.2	i	i
63. CCOC(=O)C(C(=O)OCC)c1cc(Br)c2noc3c2c1C(=O)c1ccccc1-3
  -4.7	i	i
64. Nc1ccccc1N1CCN(C(=O)c2ccccc2)CC1
  0.93	i	i
65. Cc1cccc(NC(=O)CCCSc2nc3ccccc3[nH]2)c1
  1.3	i	i
66. CCc1ccc2[nH]c3nc(SCCN4CCOCC4)nnc3c2c1
  -2	i	i
67. O=C1N=C(N2CCC(Cc3ccccc3)CC2)S/C1=C/c1cn[nH]c1-c1ccccc1
  2.1	i	i
68. O=C1NC2(CCCCCC2)C(=O)N1Cc1c(F)cccc1Cl
  0.15	i	i
69. CC1=NN(c2cccc(C(=O)O)c2)C(=O)/C1=C\C=C/c1ccccc1
  -0.3	i	x
70. CC1CCCN(C(=O)CCS(=O)(=O)c2ccc3c(c2)NC(=O)C(C)S3)C1 (configuration not stated)
  -0.23	i	i
71. CN(C)c1ccc(C(=O)c2ccc(N(C)C)c(N)c2)cc1N
  1.3	i	i
72. CCOC(=O)C1CCN(S(=O)(=O)c2cc(C(=O)OC)n(C)c2)CC1
  2.2	i	i
73. Cc1cc(=O)n2nc(N3CCCC(C(=O)NCc4ccc5c(c4)OCO5)C3)sc2n1 (configuration not stated)
  -1.2	i	i
74. COC(=O)c1ccc(Cl)c(NS(=O)(=O)c2ccc3c(c2)OCCO3)c1
  -0.13	i	i
75. NC(=O)c1c(NC(=O)c2cnccn2)sc2c1CCCC2
  -0.03	i	i
76. C(=N\NC(=Nc1ccccc1)c1ccccn1)/c1ccccn1
  1	i	i
77. N/C(Cc1ccc(Cl)cc1)=N\OC(=O)c1cccc2ccccc12
  -0.21	i	i
78. COCCCNC(=O)CN1C(=O)COc2ccc(S(=O)(=O)N3CCCCCC3)cc21
  1.3	i	i
79. CCOP(=O)(Cc1ccc(C(C)(C)CC(C)=O)o1)OCC
  0.8	i	i
80. CC(C)C(=O)NNS(=O)(=O)c1ccccc1
  -0.01	i	i
81. COCCCNC(=S)N(Cc1ccccc1)Cc1nc2ccccc2c(=O)[nH]1
  -0.48	i	i
82. O=C(COC(=O)/C=C/c1ccc(F)cc1)Nc1cc(C(F)(F)F)ccc1N1CCOCC1
  -0.14	i	i
83. Brc1cc2c(cc1COc1ccc(-c3nn[nH]n3)cc1)OCO2
  -0.08	i	i
84. CCOC(=O)c1ccc(NC(=O)CSc2nc(=O)n(CCN3CCOCC3)c3c2CCC3)cc1
  -2.9	i	i
85. NS(=O)(=O)c1ccc(NC(=S)N2CCN(c3ccccc3Cl)CC2)cc1
  2.5	i	i
86. CC1CCCN(S(=O)(=O)c2ccc(Br)s2)C1 (configuration not stated)
  -1.9	i	i
87. COc1ccccc1N(CC(=O)NC1CCCCC1)C(=O)c1csnn1
  0.19	i	i
88. CCCc1ccc2oc(C(=O)NCCc3nc(C(=O)OCC)cs3)c(C)c2c1
  1.1	i	x
89. CCOC(=O)c1c(NC(=S)NNS(=O)(=O)c2ccc(Br)cc2)sc2c1CCCCC2
  -0.84	i	i
90. CCCCCCC(C)n1[nH]c(=O)c2c(C)cc(C)nc21 (configuration not stated)
  -0.76	i	i

Full records, quoted from the list. Order of values: Kir21 inh, KCNQ2 inh, CHT block
`Brc1cc2c(cc1COc1ccc(-c3nn[nH]n3)cc1)OCO2` in the list: -0.08, i, i
`O=C1NC2(CCCCCC2)C(=O)N1Cc1c(F)cccc1Cl` in the list: 0.15, i, i
`O=C(COC(=O)/C=C/c1ccc(F)cc1)Nc1cc(C(F)(F)F)ccc1N1CCOCC1` in the list: -0.14, i, i
`CN(C)c1ccc(C(=O)c2ccc(N(C)C)c(N)c2)cc1N` in the list: 1.3, i, i
`Cc1cc(=O)n2nc(N3CCCC(C(=O)NCc4ccc5c(c4)OCO5)C3)sc2n1` (configuration not stated) in the list: -1.2, i, i

Remaining list, next part.
Below each compound – Kir21 inh	KCNQ2 inh	CHT block
91. CCn1c(=O)cc(SCC(=O)N2CCN(Cc3ccc4c(c3)OCO4)CC2)c2ccccc21
  0.1	i	i
92. Cn1c2c(c(=O)n(C)c1=O)C(CC(=O)Nc1ccccc1F)C(=O)N2 (configuration not stated)
  -0.12	i	i
93. N#C/C(=N\Nc1ccc(S(=O)(=O)N2CCCCCC2)cc1)C(N)=S
  -0.48	i	i
94. COc1ccccc1N1CCN(C2CCCN(C(=O)c3cc(C4CC4)on3)C2)CC1 (configuration not stated)
  -1.2	i	i
95. CCCCOc1ccc(C(=O)O)cc1
  1.5	i	i
96. Cc1cc(C)nc(SCc2cc(=O)c(OC(=O)c3cccc([N+](=O)[O-])c3)co2)n1
  0.12	i	i
97. CN(C)S(=O)(=O)c1ccc(C(=O)Nc2ccc(CCC(=O)N3CCCC3)cc2)cc1
  -0.14	i	x
98. COc1ccc(F)cc1S(=O)(=O)Nc1ccc2c(c1)OCCO2
  -0.29	i	i
99. CCCCc1cc(=O)oc2cc(OCc3cc(OC)c(OC)c(OC)c3)c(Cl)cc12
  -2	i	i
100. COC(=O)c1[nH]c2ccc(Cl)cc2c1NC(=O)CCN1CCN(C2CCCCC2)CC1
  -1.1	i	i
101. O=C(CSc1nc(=O)n2ccccc2n1)NCCc1ccccc1
  -1.1	i	i
102. CC1CCN(C(=O)NC(=O)c2ccccc2)CC1
  2	i	i
103. O=C(NNc1c2ccccc2nc2ccccc12)C(O)c1ccccc1 (configuration not stated)
  1.4	i	i
104. CC(OC(=O)c1cc(Br)ccc1O)C(=O)NC1(C#N)CCCCC1 (configuration not stated)
  0.17	i	i
105. CSc1ccccc1NC(=O)C1CC(c2c(F)cccc2Cl)=NO1 (configuration not stated)
  2.1	i	i
106. COc1ccccc1N=c1oc2cc(O)ccc2cc1C(=O)NCC1CCCO1 (configuration not stated)
  -0.44	i	i
107. CC1(c2nnc(-c3cccc(Cl)c3)o2)CC(c2ccccc2F)=NO1 (configuration not stated)
  -1.2	i	i
108. COc1ccc(C(=O)Nc2ccc(N3CCN(C)CC3)cc2)cc1OC
  -0.32	i	i
109. C/C(N)=C(/C#N)C(=O)COC(=O)CC12CC3CC(CC(C3)C1)C2
  -0.57	i	i
110. COc1ccc(-n2c(=O)/c(=C\c3cccs3)s/c2=C(/C#N)C(=O)N2CCN(C)CC2)cc1
  1.2	i	i

Records above shown as hits in CHT block:
Below each compound – Kir21 inh	KCNQ2 inh	CHT block
15. CN1CCN(c2ccc(Cl)cc2NC(=O)c2ccc(=O)n(C)n2)CC1
  1	i	-5.6*
